Compound activity deposited in PubChem BioAssay by NCI.
All columns: NCI-60 one-dose screen, growth in % after 48 h at 10 µM unless noted; 100 = growth as untreated, 0 = no growth, -100 = all killed.
NCI-H23: NCI-H23 lung cancer; 80,000 compounds, 4% hits; AID 1794731
NCI/ADR-RES: NCI/ADR-RES ovarian cells; 81,000 compounds, 4.4% hits
OVCAR-8: OVCAR-8 ovarian cancer; AID 1794782; 81,000 compounds, 4.4% hits
NCI-H322M: NCI-H322M lung cancer; AID 1794733; 80,000 compounds, 2.7% hits
OVCAR-3: OVCAR-3 ovarian cancer; 79,000 compounds, 7% hits; AID 1794787
NCI-H460: NCI-H460 lung cancer. 82,000 compounds, 6.8% hits. AID 1794736
OVCAR-5: OVCAR-5 ovarian cancer; AID 1794783; 82,000 compounds, 2.9% hits
NCI-H226: NCI-H226 lung cancer | 79,000 compounds, 3.5% hits | AID 1794732
NCI-H522: NCI-H522 lung cancer; 78,000 compounds, 8% hits
An asterisk follows results filed as active; nt = not tested or not shown; & = joins results of further samples. How the source made its calls: active means growth percent below 10; inactive means the rest.

SMILES	NCI-H23	NCI/ADR-RES	OVCAR-8	NCI-H322M	OVCAR-3	NCI-H460	OVCAR-5	NCI-H226	NCI-H522
COc1ccc(C2CC(c3ccc(Nc4nc(NCCO)nc(N5CCOCC5)n4)cc3)=NN2c2cc(Cl)cc(Cl)c2)cc1 (centres undefined)	91	87	85	96	100	67	104	nt	90
C1CN(C[C@H]2CO[C@H](CN3CCOCC3)CO2)CCO1	113	111	116	103	112	113	103	100	79
O=c1[nH]cc(Cl)cc1Cl	124	129	104	105	117	109	134	88	95
O=C(NC1CCOC1=O)c1ccccc1 (centres undefined)	111	114	107	83	117	116	116	114	nt
COc1ccc(C(=O)c2cc3c(N)c(C(=O)Nc4cccc(Cl)c4)sc3nc2C)cc1	35	8.8*	27	57	0.5*	13	49	62	-4.7*
CC1(CCc2ccccc2)NC(=O)N(CC(=O)Nc2c(F)cccc2F)C1=O (centres undefined)	90	96	105	84	nt	104	96	99	95
O=C(Nc1cccc([N+](=O)[O-])c1)OCC#CCCl	73	75	81	96	66	84	112	86	57
CCCCCCCCn1ccc2cc(NC(=O)Cn3cc(CN4CCCCC4)nn3)ccc21	75	73	42	18	26	-51*	74	79	10
CCN(CC)CCOc1nc2c3ccc(Cl)cc3nn2c2ccccc12	35	25	29	29	55	11	34	47	28
CCOc1ccc2cc(S(=O)(=O)O)ccc2c1N	97	nt	103	119	132	103	nt	101	89
O=C1CC(=O)N(c2cn3c(-c4ccc(Cl)cc4)csc3n2)N1	98	99	101	83	110	104	115	103	74
Cc1ccc(C(=O)/C(=C\c2ccc([N+](=O)[O-])cc2)S(=O)Cc2ccc(F)cc2)cc1 (centres undefined)	32	27	12	73	9.1*	15	37	42	-12*

Record cards, as listed above. Values in the order: NCI-H23, NCI/ADR-RES, OVCAR-8, NCI-H322M, OVCAR-3, NCI-H460, OVCAR-5, NCI-H226, NCI-H522
Record of CCCCCCCCn1ccc2cc(NC(=O)Cn3cc(CN4CCCCC4)nn3)ccc21 → 75, 73, 42, 18, 26, -51*, 74, 79, 10
Record of O=C(Nc1cccc([N+](=O)[O-])c1)OCC#CCCl → 73, 75, 81, 96, 66, 84, 112, 86, 57
Record of C1CN(C[C@H]2CO[C@H](CN3CCOCC3)CO2)CCO1 → 113, 111, 116, 103, 112, 113, 103, 100, 79
Record of Cc1ccc(C(=O)/C(=C\c2ccc([N+](=O)[O-])cc2)S(=O)Cc2ccc(F)cc2)cc1 (centres undefined) → 32, 27, 12, 73, 9.1*, 15, 37, 42, -12*
Record of CC1(CCc2ccccc2)NC(=O)N(CC(=O)Nc2c(F)cccc2F)C1=O (centres undefined) → 90, 96, 105, 84, nt, 104, 96, 99, 95

Remaining list, next part
SMILES	NCI-H23	NCI/ADR-RES	OVCAR-8	NCI-H322M	OVCAR-3	NCI-H460	OVCAR-5	NCI-H226	NCI-H522
C[N+](C)(C)C(=O)c1ccccc1	100	113	113	118	113	119	99	102	nt
COC(=O)C1=Nc2ccc(F)cc2/C1=C\c1sc(=S)n(C(C(=O)O)C(C)CO)c1O (centres undefined)	83	93	86	110	88	74	100	68	73
C=COCCCOc1ccccc1	101	105	98	111	106	104	104	97	106
CSc1cnn(CCC#N)c(=O)n1	107	109	104	102	111	105	nt	95	99
Nc1cc(C(=O)O)c(O)c(S(=O)(=O)O)c1	81	101	105	96	123	121	100	104	116
COC(=O)/C=C1\SC(=Nc2cccc(Cl)c2)N(CCc2c[nH]c3ccccc23)C1=O	70	52	51	62	33	51	74	101	24
COC1CC(Cn2cc(COc3ccc4ccc(=O)oc4c3)nn2)C(OCc2ccccc2)C(OCc2ccccc2)C1OCc1ccccc1 (centres undefined)	95	94	103	106	125	113	111	93	92
COc1ccc(C2SC(C)C(=O)N2CCc2cccs2)cc1OC (centres undefined)	76	86	85	92	95	90	104	nt	66
CN1CCN(c2ccc(-c3ccc4ncc(C#N)c(Nc5ccc(F)c(Cl)c5)c4c3)cn2)CC1	79	68	60	17	59	27	61	84	39
O=C(Nc1nc(C(=O)N2CCN(C(c3ccccc3)c3ccccc3)CC2)cs1)c1ccc(Nc2ccc(Cl)c(Cl)c2)c([N+](=O)[O-])c1	50	59	71	94	93	81	95	73	62
CCNC1(C#N)CCN(Cc2ccccc2)CC1	110	112	99	98	108	111	101	99	88
O=S(=O)(O)c1ccc(O)c2ccccc12	93	98	113	110	108	115	99	102	nt
CCC1(c2ccccc2)SC(N)=NC1=O (centres undefined)	105	104	103	nt	115	106	107	96	nt
Cc1c(C(=O)N2CCN(c3nsc4ccccc34)CC2)nnn1-c1ccc(Cl)cc1	71	65	79	108	78	87	104	95	65
FC(F)(F)c1ccc(-c2ccc(C3CC3)o2)cc1	94	101	101	102	110	103	91	102	98
CCOC(=O)Cn1cnc2cc(C)c(C)cc21	108	115	106	111	106	101	110	98	nt
COc1ccc(C2CC(=O)c3c(nc4ccc(Cl)cc4c3N)C2)cc1OC (centres undefined)	89	95	100	97	115	93	93	96	97
Nc1ccc(S(=O)(=O)Nc2nccs2)cc1	104	107	107	95	119	112	nt	101	97
COc1ccc(-c2nn(-c3ccccc3)cc2/C=c2/sc3nc(-c4ccoc4C)nn3c2=O)cc1	105	106&101	105&101	108&99	nt	108&104	107&93	105&98	105&93
OCC(S)CS (centres undefined)	86	96	102	95	108	85	89	87	88
O=c1nc(NO)ccn1C1CCCO1 (centres undefined)	98	114	107	115	119	116	106	102	118
O=C(c1ccccc1)c1c(/C=C/c2ccccc2)c2ccccc2[nH]c1=O	94	97	91	83	98	114	90	90	83
CN1CCN(Cc2ccc(NC(=O)c3cncc(C#Cc4cnc5ccc(N[C@H]6CCOC6)nn45)c3)cc2C(F)(F)F)CC1	-80*	14	-94*	-95*	-94*	-76*	-72*	-89*	-69*
CCCCCCCCCCCCCCCCCC(=O)OCCCCCCCCCCCCC	108	nt	109	130	114	117	113	97	111
O=C(CCCCCC1CCCCC1)OCCc1ccccc1	100	107	101	110	107	103	110	96	102
CC(C)(C)c1cc(-n2c(-c3ccc(Cl)cc3)nc3cc(C(=O)N4CCOCC4)ccc32)n[nH]1	107	101	95	93	101	106	97	107	84
Nc1ccc(C(=O)O)c(O)c1 (tested in a mixture with another compound)	104	106	108	101	119	115	110	106	103
O=C1c2nccnc2C(=O)N1Cc1ccccc1	111	106	102	136	119	106	97	102	122
CC(=O)Nc1cccc(Nc2nccc(N[C@@H](C)c3ccccc3)n2)c1	18	3.6*	9.3*	41	18	5.4*	34	35	-43*
Cc1ccc(N/N=C(\C#N)C(=O)Nc2cc(-c3ccccc3)nn2-c2ccccc2)cc1	48	83	85	85	58	62	94	66	55
Cn1c(N2CCCCC2)nc(-c2ccco2)c(C#N)c1=O	93	103	97	106	115	112	105	80	86
CCN(CC)CCNC(=O)C1(c2ccccc2)CCCCC1	107	109	112	94	112	106	96	98	nt
COc1ccc([C@H]2[C@H](C(=O)Nc3cc(Br)ccn3)c3ccccc3C(=O)N2c2ccccc2)cc1	91	85	91	82	103	83	105	86	84
COc1cccc(-c2nc3occn3c2-c2ccnc(NCCCNS(=O)(=O)c3ccccc3)n2)c1	102	95	89	101	113	92	131	79	83
COc1cc2c(c(OC)c1OC)-c1ccc(NCc3ccccc3)c(=O)cc1[C@@H](NC(C)=O)CC2	26	66	15	50	-39*	4.1*	42	-12*	-10*
COc1cc(/C=C2\Oc3cc(OCCN4CCCC4)ccc3C2=O)cc(OC)c1OC	101	97	101	99	101	100	105	102	104

A run of entries from the list above, as a working copy:
SMILES	NCI-H23	NCI/ADR-RES	OVCAR-8	NCI-H322M	OVCAR-3	NCI-H460	OVCAR-5	NCI-H226	NCI-H522
O=C(CCCCCC1CCCCC1)OCCc1ccccc1	100	107	101	110	107	103	110	96	102
CC(C)(C)c1cc(-n2c(-c3ccc(Cl)cc3)nc3cc(C(=O)N4CCOCC4)ccc32)n[nH]1	107	101	95	93	101	106	97	107	84
Nc1ccc(C(=O)O)c(O)c1 (tested in a mixture with another compound)	104	106	108	101	119	115	110	106	103

Carrying on:
SMILES	NCI-H23	NCI/ADR-RES	OVCAR-8	NCI-H322M	OVCAR-3	NCI-H460	OVCAR-5	NCI-H226	NCI-H522
N#Cc1cnn2c(=O)[nH]cnc12	98	105	100	93	109	106	100	99	86
O=C(Cc1ccc(/C=C/C(=O)c2nccs2)cc1)Nc1ccccc1	97	101	91	100	89	103	100	100	79
CCOC(=O)/C(O)=C(\C#N)c1ccc(C)cc1C	103	96	119	96	108	104	91	94	110
CCc1c(Cl)nc(N)nc1Nc1ccccc1C	96	100	107	104	104	96	100	93	103
CC(=O)NC(Cc1ccccc1)C(=O)Oc1ccc2ccccc2c1 (centres undefined)	86&96	105&98	105&103	108&124	100&122	107&106	93&108	106&101	98
COc1ccc(C2SCC(=O)N2NC(=O)CCC(=O)c2nc3ncccc3[nH]2)cc1 (centres undefined)	91	101	100	101	112	103	121	93	96
O=C(O)c1cccc([N+](=O)[O-])c1	95	107	103	97	109	106	120	107	112
COc1cc(-c2nc3ccccn3c2N)ccc1O	112	106	99	117	119	104	102	106	100
Oc1ccccc1C1NC(=S)Nc2c1sc1ccc(Cl)cc21 (centres undefined)	81	91	95	90	96	99	94	78	92
CN(C)c1ccc2[nH]c3c(C(=O)O)cc(=O)c(=O)c=3oc2c1	96	103	105	112	114	103	117	89	103
COc1ccc2c(c1)Cc1ccccc1C2=O	92	99	105	84	101	109	92	105	91
CC1(C(Cl)Cl)C=CC(=O)C=C1	105	108	101	92	105	105	104	97	97
Cc1ccc([C@@H]2C[C@@H]3Cc4ccccc4N2O3)o1	100	104	103	101	121	109	98	nt	100
COc1ccc(S(=O)(=O)NC2C3c4ccccc4C(c4ccccc43)C2O)cc1OC (centres undefined)	104	107	110	109	108	112	105	111	100
COc1ccc(C2NC(=S)Nc3c2c(=O)n(-c2ccccc2)c2ccccc32)cc1 (centres undefined)	91	99	89	119	95	97	100	98	nt
Cc1ccc(-c2nc3nc(-c4ccccc4)nc(N4CCCN(S(C)(=O)=O)CC4)c3o2)cc1	87	56	51	94	83	4.4*	92	58	79
Cc1ccc(OCCOCCOCCOc2ccc(C)n(O)c2=S)c(=S)n1O	45	16	39	41	16	17	38	29	22
O=C1CC(=NCC(=O)n2c(-c3ccccc3)nc3ccccc32)NN1	92	99	102	103	103	100	100	90	85
CC1(C)Oc2cc3oc(C(=O)O)cc(=O)c3cc2-c2ccccc21	95	nt	95	96	110	105	95	87	99
CCCC(=O)OCc1ccco1	102	103	109	102	105	111	104	102	81
Cc1cccc(Cc2cnc(NC(=O)c3ccc4nnsc4c3)s2)c1	93	90	96	97	104	114	84	102	77
Cc1ccc(S(=O)(=O)Oc2ccc([N+](=O)[O-])cc2)cc1	105	118	107	91	137	110	109	107	83
Cn1cccc1C(=O)C1C(c2ccc(Cl)cc2Cl)C2CSCN2C12C(=O)Nc1ccc(Cl)cc12 (centres undefined)	66	59	69	93	70	46	90	75	64
CC(=O)OCCCC(COC(C)=O)OC(C)=O (centres undefined)	108	109	93	99	119	119	106	100	93
O=C(CN1CCOCC1)Nc1ccc(-n2cc(-c3ccncc3)c(-c3ccc(Cl)c(O)c3)n2)cc1	100	108	111	116	108	103	101	101	99
CSc1ccc(C2SCC(=O)N2NC(=O)C(O)(c2ccccc2)c2ccccc2)cc1 (centres undefined)	85	88	102	105	100	99	95	92	82
CCOC(=O)C(CC)C(C)=O (centres undefined)	104	106	94	102	115	103	93	98	98
Cc1ccc2c(N/N=C\c3ccco3)cc(C)nc2n1	nt	72	70	nt	88	34	80	78	89
Cc1ccc(S(=O)(=O)NC(=O)NCc2ccco2)cc1	114	106	104	98	108	103	105	104	87
Cc1ccc2nc(NC(=O)CSc3nc(-c4ccccc4)c(C#N)c(N4CCOCC4)n3)sc2c1	93	82	84	93	89	95	78	87	83
C[C@]12CC[C@@H]3c4ccc(O)cc4CC[C@H]3[C@@H]1CC[C@@H]2NS(=O)(=O)Cc1ccc(Cl)cc1	53	46	50	73	49	39	92	59	45
CN(C)C(=S)Nc1ccccc1	98	98	96	105	104	125	101	95	91
C[N+](C)(C)CCOC(=O)c1ccc(OCc2ccccc2C(F)(F)F)cc1	98	96	101	89	113	101	98	94	92
O=C(/C=C/c1ccccc1)Nc1ccccc1-c1nc2ccccc2c(=O)[nH]1	97	95	91	92	104	97	100	87	98
CCCCN[C@H]1CC[C@@]2(C)[C@@H](CC[C@@]3(C)[C@H]2[C@H](O)C[C@H]2/C(=C(\CCC=C(C)C)C(=O)OC)[C@@H](OC(C)=O)C[C@@]23C)[C@@H]1C	90	100	102	97	106	100	91	98	93
CC1(C)Cc2c(sc3ncn4nc(-c5ccc(O)cc5)nc4c23)CO1	91	65	59	90	86	63	87	58	53
COc1cc(-c2nc(SCCC(C)C)nc(N3CCN(C)CC3)c2C#N)cc(OC)c1OC	92	73	86	85	84	69	94	91	83
COc1c(C(=O)Nc2ccccc2)cc(S(=O)(=O)N2CCCCC2)c(OC)c1OC	94	91	nt	82	74	97	85	89	69
Cc1onc(-c2ccc3cc[nH]c3c2)c1C(=O)Nc1ncc([N+](=O)[O-])s1	76	98	87	93	91	87	95	83	69
Cc1c(CC(=O)OCCO)cc(-c2ccc(Cl)cc2)n1-c1ccccc1	82	100	92	106	108	104	100	94	83
NC(=O)N(CCO)CCO	100	110	104	96	109	102	100	99	nt
